Screening results deposited in PubChem BioAssay by several laboratories.
Hck-Nef inh – inhibitors of Nef-activated human Hck kinase, primary screen, biochemical, Z-Lyte FRET, 384-well, Hck-YEEI. Tyrosine-protein kinase HCK (Homo sapiens), P08631. Recombinant Hck-YEEI plus Nef, Z-Lyte FRET kinase assay. inhibition, % at 20 µM. hit rate 0.68% among 220,000;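 active means Hck-Nef kinase inhibition above about 50%, limit read from the data; inactive means inhibition below that limit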;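 further: 0% = DMSO with Hck plus Nef and 100% = Hck alone without Nef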
Target sequence (P08631 whole entry, looked up): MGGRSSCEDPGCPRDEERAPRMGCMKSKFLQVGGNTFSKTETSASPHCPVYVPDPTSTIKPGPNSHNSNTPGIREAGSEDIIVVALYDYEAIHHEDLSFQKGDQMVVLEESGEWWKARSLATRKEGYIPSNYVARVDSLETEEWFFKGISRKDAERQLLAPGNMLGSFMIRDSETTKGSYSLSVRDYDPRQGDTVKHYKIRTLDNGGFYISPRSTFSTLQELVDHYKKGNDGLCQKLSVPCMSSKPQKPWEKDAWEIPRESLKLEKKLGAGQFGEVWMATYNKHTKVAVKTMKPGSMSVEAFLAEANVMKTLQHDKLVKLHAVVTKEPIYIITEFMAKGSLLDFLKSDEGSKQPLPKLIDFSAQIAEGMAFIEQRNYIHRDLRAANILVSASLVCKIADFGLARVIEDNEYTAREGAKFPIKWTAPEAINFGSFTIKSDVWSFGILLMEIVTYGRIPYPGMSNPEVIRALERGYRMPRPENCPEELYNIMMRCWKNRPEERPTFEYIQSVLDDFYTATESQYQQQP
Runt-SMMHC FRET – inhibitors of RUNX1 Runt–CBFb-SMMHC binding, primary screen, biochemical, FRET, Cerulean-Runt, Venus-CBFb-SMMHC, uHTS; inhibition, % at 20 µM; hit rate 0.74% among 220,000; Runt-related transcription factor 1 (Homo sapiens) + Core-binding factor subunit beta …; Cerulean-Runt/Venus-CBFb-SMMHC FRET ratio 530/480, 1 h; AID 1434, 2008;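 active means mean inhibition across duplicate retests at 20 µM reaching about 50%, limit read from the data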;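 further: 0% = DMSO wells and 100% = wells with excess untagged CBFb-SMMHC; inhibitors lower the FRET ratio by blocking Runt binding to CBFb-SMMHC; some results filed as inactive read as strong as hits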
PERK inhibitor – block of dimerizer-induced PERK translation repression, primary screen, PERK inhibitor project, CHO PERK-DD cells, SEAP luminescence, HTS. Eukaryotic translation initiation factor 2-alpha kinase 3 (Homo sapiens), Q9NZJ5. hit rate 0.17% among 220,000. CHO PERK-DD fusion, SEAP luminescence translation reporter. inhibition, % at 5.6 µM. AID 1416, 2008;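 active means inhibition above the mean inhibition of all tested compounds plus 3 SD, set separately per screening campaign, cut at about 2.9% in these data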;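 further: PERK kinase domain activated by AP20187 dimerizer at 100 nM; 0% = DMSO with dimerizer and 100% = rapamycin at 8.4 µM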
PGE2 EP2 inh – human EP2 receptor antagonists, primary screen, TR-FRET cAMP, C6 glioma cells; C6 glioma cells expressing human EP2; cells stimulated with saturating PGE2; inhibition, % at 25 µM; hit rate 0.52% among 260,000;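 active means percent inhibition above 40 after rounding to a whole number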;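 further: rat C6 glioma host cells with rolipram phosphodiesterase inhibitor present; the protocol text gives 20 µM as final concentration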
Target sequence (P43116 whole entry, looked up): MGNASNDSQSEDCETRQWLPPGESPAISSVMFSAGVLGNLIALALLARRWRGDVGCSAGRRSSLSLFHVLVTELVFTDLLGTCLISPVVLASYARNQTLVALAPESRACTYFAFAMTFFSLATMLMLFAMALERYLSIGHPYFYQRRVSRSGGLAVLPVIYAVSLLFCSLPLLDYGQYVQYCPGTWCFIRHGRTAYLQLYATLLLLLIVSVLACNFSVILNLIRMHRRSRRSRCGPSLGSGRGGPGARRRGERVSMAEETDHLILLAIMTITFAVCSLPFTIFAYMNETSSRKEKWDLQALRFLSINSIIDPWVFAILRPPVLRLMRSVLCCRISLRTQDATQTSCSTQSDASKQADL
EP2 mod – EP2 receptor modulators, cAMP readout, primary screen, cell-based, HTRF cAMP, PGE2 stimulation | Prostaglandin E2 receptor EP2 subtype (Homo sapiens), P43116 | EP2-expressing cells, cAMP HTRF FRET, PGE2 co-stimulation | induction, % at 25 µM | hit rate 0.83% among 260,000 | AID 940, 2007;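 active means compounds whose cAMP rise, as percent of the full-agonist control response, exceeds 60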;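 further: rat C6 glioma line stably carrying human EP2 under a CMV promoter; the protocol text gives 20 µM as final concentration; 100% = response of wells given 1 µM PGE2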
RBBP9 inhibitor – human RBBP9 inhibitors, primary screen, biochemical, fluorescence polarization, FP-Rh probe, HTS. recombinant RBBP9. hit rate 0.2% among 220,000. AID 1515, 2009. Serine hydrolase RBBP9 (Homo sapiens), O75884. inhibition, % at 7.94 µM;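 active means inhibition above the campaign mean of all tested compounds plus 3 SD, cut at about 14% in these data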;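 further: plate controls were DMSO wells with RBBP9 for no effect and wells lacking RBBP9 protein for full effect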
Target sequence (O75884 whole entry, looked up): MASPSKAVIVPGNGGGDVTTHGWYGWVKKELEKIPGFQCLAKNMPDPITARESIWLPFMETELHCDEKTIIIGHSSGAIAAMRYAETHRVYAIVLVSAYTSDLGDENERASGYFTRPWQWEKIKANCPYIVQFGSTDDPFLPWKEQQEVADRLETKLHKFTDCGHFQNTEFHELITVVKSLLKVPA
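Assay system: recombinant human RBBP9; Reagent: Serine-hydrolase probe FP-Rh, 375 nM pre-mixing; Doses: 7.94 µM single dose, 0.794% DMSO; Incubation: 30 min then 45 min, 25 °C; Detection: fluorescence polarization (mP), excitation 525 nm, emission 598 nm; Evaluation: percent inhibition from mP, scaled between DMSO and no-protein wells.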
Runt-CBFb FRET – inhibitors of RUNX1 Runt–CBFb binding, primary screen, biochemical, FRET, Cerulean-Runt, Venus-CBFb, uHTS; Runt-related transcription factor 1 (Homo sapiens) + Core-binding factor subunit beta …; Cerulean-Runt/Venus-CBFb FRET ratio 530/480, 1 h; inhibition, % at 20 µM; hit rate 0.46% among 220,000;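 active means inhibition over about 50% at 20 µM in the single-dose screen, limit read from the data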;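 further: 0% = DMSO wells and 100% = excess unlabeled CBFb competitor control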
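Assay system: Cerulean-tagged RUNX1 Runt domain (FRET donor) fusion protein / Amount: 100 nM each of Venus-CBFb and Cerulean-Runt domain / Medium: Tris buffer pH 7.5 with salts and BSA / Also added: Venus-CBFb 100 nM / Schedule: 1 h complex formation plus 1 h compound treatment, room temperature / Signal: FRET fluorescence / Read-out: loss of energy transfer signal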
zVAD death inh – inhibitors of zVAD-triggered necroptosis, primary screen, L929 cells | L929 zVAD necroptosis rescue, ATP luminescence, 24 h; with zVAD 60 µM | viability rescue, % at 10 µM | hit rate 0.38% among 220,000 | AID 1377, 2008;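 active means activation, scaled between plate controls, above about 75%, limit read from the data; inactive means activation under that limit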;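 further: 0% = zVAD with DMSO and 100% = DMSO alone without zVAD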
TNF necrop inh – inhibitors of TNF-alpha triggered necroptosis, primary screen, cell-based, Jurkat FADD-/-, single concentration; Jurkat FADD-/- TNF necroptosis rescue, ATP luminescence, 24 h; 0 = TNF only, 100 = no-TNF cells; activation (protection from cell death), % at 10 µM; hit rate 0.068% among 220,000;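 active means activation, meaning protection from cell death, of at least 50% relative to plate controls; inactive means activation below 50%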;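 further: necroptosis triggered by 40 ng/mL TNF-alpha added together with compound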
The depositor's hits bear a star; · = no result given; & = joins results of further samples. Some of the compounds tested, so the mix of outcomes need not match the whole.

SMILES	Hck-Nef inh	Runt-SMMHC FRET	PERK inhibitor	PGE2 EP2 inh	EP2 mod	RBBP9 inhibitor	Runt-CBFb FRET	zVAD death inh	TNF necrop inh
O=C(CCSCc1ccccc1Cl)N1CCN(c2ccccn2)CC1	2	-3	1.1	1	-26	-5	-4	0.4	-0.7
C/C=C/c1ccc(OCCCCOc2c(OC)cccc2OC)c(OC)c1	4	-8	-0.9	8	-71	-2	-6	1.3	0.9
CCOC(=O)N1CCC(N2Cc3cccc(C(=O)O)c3C2=O)CC1	1	3	0.6	7	7	-4	1	1.0	1.1
O=C(COc1ccc(Cl)cc1)Nc1ccc2oc(-c3ccncc3)nc2c1	0	2	0.6	11	21	-4	0	1.0	-5.1
CCOC(=O)CC(=O)CSc1[nH]c(=O)cc(C)c1C#N	0	-2	0.3	9	10	2	6	0.4	-0.3
O=C(OCCN1C(=O)c2ccccc2C1=O)c1cccs1	0	-42	0.4	5	-9	-2	0	1.2	-0.3
Nc1nncn1C(=O)CCCOc1ccccc1	1	4	0.9	14	-13	-5	·	0.1	-0.3
Nc1nnc(-c2ccccc2Cl)s1	0	0	-0.4	12	-19	-12	5	-0.9	0.0
CCOC(=O)/C(C(C)=O)=C1/OC(=O)c2ccccc21	0	-2	-0.5	10	14	-7	0	-0.8	0.3
O=C(NC1CCCCC1)C(c1ccccn1)N(C(=O)Cc1cccs1)c1ccc(Cl)cc1 (stereo not given)	-1	-4	1.3	6&8	9&20	4	-5	-0.4	-5.0
Cc1cc(NC(=O)C2CC2)ncc1NC(=O)C12CC3CC(CC(C3)C1)C2	-1	4	0.2	15&8	-46&-75	-3	1	8.3	0.9
CN(Cc1ccon1)Cc1cn[nH]c1-c1ccc(-c2ccccc2)cc1	27	·	-0.3	6	-58	-13	·	42	1.5
Cc1ccccc1OCc1nnc(SCc2cc(=O)[nH]c3ccccc23)n1-c1ccccc1	4	4	-0.2	9	-8	-7	-2	0.8	1.3
Cn1c(=O)c2c(nc(N/N=C/c3cccnc3)n2Cc2ccc(F)cc2)n(C)c1=O	8	-3	0.4	17	13	4	-1	3.3	1.3
CC(=O)c1ccc(OCC(C)C)c(Cc2c(O)nc(N)[nH]c2=O)c1	6	-3	1.3	7	13	-1	-4	0.2	1.2
N#C/C(=C\c1ccc2c(c1)OCCO2)C(=O)NC1CCCCC1	5	0	1.5	10	9	-8	0	1.3	1.0
COc1ccc(OC)c2[nH]c(=O)c(CCNC(=O)c3ccc(Br)o3)cc12	-5	2	-1.0	11	-34	-1	-1	-0.1	0.0
COc1ccc(N=Cc2c[nH][nH]c2=O)cc1	3	2	0.3	7	16	-2	-2	-0.4	-5.9
N#Cc1sc(NCc2ccccc2)nc1Cl	26	0	-0.1	6	-2	2	0	21	11
CC(C)CNC(=O)CN(c1cccc(Cl)c1)S(C)(=O)=O	-4	0	1.8	7	6	-3	0	0.3	1.5
Cc1ccccc1Nc1nc(N)nc(CN2CCN(Cc3ccc4c(c3)OCO4)CC2)n1	14	4	-1.0	9	-10	2	-2	0.2	0.3
CN(C)c1cccc2c1c(NC(=O)Nc1ccc(Cl)cc1Cl)nn2C	23	-6	-1.3	9	11	-2	7	0.4	0.7
O=S(=O)(c1ccccc1)N1CCN=C1SCc1ccc(Cl)cc1	20	-71	0.2	13	-18	-9	-23	21	-1.0
CC(=O)Nc1cccc(/C(C)=N/NC(=O)c2c(-c3ccccc3Cl)noc2C)c1	5	0	-0.1	10	-41	-1	1	0.0	0.6
Cc1nn(CC(=O)Nc2ccc3c(c2)nc2n3CCOC2)c(=O)c2ccccc12	1	3	0.1	7	20	1	-2	0.0	1.2

Record cards, as listed above. Values in the order: Hck-Nef inh	Runt-SMMHC FRET	PERK inhibitor	PGE2 EP2 inh	EP2 mod	RBBP9 inhibitor	Runt-CBFb FRET	zVAD death inh	TNF necrop inh
Listed for CCOC(=O)/C(C(C)=O)=C1/OC(=O)c2ccccc21 = 0	-2	-0.5	10	14	-7	0	-0.8	0.3
Listed for C/C=C/c1ccc(OCCCCOc2c(OC)cccc2OC)c(OC)c1 = 4	-8	-0.9	8	-71	-2	-6	1.3	0.9
Listed for CN(Cc1ccon1)Cc1cn[nH]c1-c1ccc(-c2ccccc2)cc1 = 27	·	-0.3	6	-58	-13	·	42	1.5
Listed for CCOC(=O)CC(=O)CSc1[nH]c(=O)cc(C)c1C#N = 0	-2	0.3	9	10	2	6	0.4	-0.3
Listed for Cc1ccccc1OCc1nnc(SCc2cc(=O)[nH]c3ccccc23)n1-c1ccccc1 = 4	4	-0.2	9	-8	-7	-2	0.8	1.3

Next section.
SMILES	Hck-Nef inh	Runt-SMMHC FRET	PERK inhibitor	PGE2 EP2 inh	EP2 mod	RBBP9 inhibitor	Runt-CBFb FRET	zVAD death inh	TNF necrop inh
COc1ccc(C2=NOC(C(=O)Nc3ccc(C)cc3)C2)cc1OC (stereo not given)	2	3	-0.2	4	-25	-5	2	0.2	-0.4
O=C(CSc1nnc(-c2ccccc2)n1C1CCCCC1)Nc1ccc(S(=O)(=O)Nc2ccccn2)cc1	2	4	0.4	10	-8	-13	-1	1.0	0.6
CC1CCN(CCOCCOc2ccc(Br)cc2Cl)CC1	2	0	-0.1	13	-46	9	-4	0.5	4.5
COc1ccc(OC)c(Nc2ccc(Nc3cc(OC)ccc3OC)nn2)c1	2	-4	-0.8	1	-20	-10	4	5.4	1.6
CSc1nnc(Cn2c(=O)sc3ccccc32)n1C	-4	4	0.0	7	-7	3	1	-0.9	3.7
CC(C)c1ccc(NC(=O)Cn2c(=O)oc3cccnc32)cc1	10	-2	-0.2	7	-26	4	1	-0.4	-0.1
O=C(Cn1cncn1)NCc1cccc(C(F)(F)F)c1	20	-1	0.2	12	23	-10	0	1.6	0.8
C=CCN(c1ccc(Cl)cc1)S(=O)(=O)c1cccc(C(=O)OCC(=O)N(C)C)c1	19	-7	-0.8	10	18	-7	-3	1.2	-0.2
Cn1nc(C(F)(F)F)cc1-c1ccc(/C=C(\C#N)C(=O)c2ccccc2)s1	-22	-177	0.0	14	-19	-3	-111	1.8	1.6
O=C(C1=C[C@H](C2CCCCC2)C[C@H](OCc2ccc(CO)cc2)O1)N1CCN(Cc2ccccc2)CC1	-15	-4	0.2	0	-6	-1	-3	0.6	0.6
Cc1ccc(-n2nc(C)c3c(C(=O)OCC(=O)N(C)C4CCS(=O)(=O)C4)cc(-c4ccccc4)nc32)cc1 (stereo not given)	-7	-40	0.8	9	18	-1	-6	·	1.8
CCOC(=O)c1cn(Cc2cccc(Cl)c2)nn1	6	-1	-0.3	4	-4	-4	0	-0.7	1.5
CCOc1nc(NC2CCCCC2)nc(NC(C)(C)C)n1	3	6	0.0	5	27	3	-3	-0.8	-2.6
CN1C2CCC1/C(=C\c1ccccc1)C(=O)/C2=C\c1ccccc1	0	0	-0.5	10	22	-5	-6	36	-18
O=c1nc(-c2ccccc2)cn[nH]1	2	-8	0.5	11	6	-10	0	2.9	0.4
COCc1nc(-c2cc(OC)c(OC)c(OC)c2)no1	-2	-2	0.3	10	20	7	-2	4.2	1.4
CCOC(=O)c1c(NC(C)=O)no[n+]1[O-]	-2	-2	1.0	15	13	-3	1	0.6	-2.0
Cc1ccc(S(=O)(=O)N(CC(=O)N2CCCCC2)c2cccc(C)c2)cc1	8	0	-0.1	5	17	-2	0	-0.7	-2.8
Cc1ccc(-n2ncc(C#N)c2/N=C/N2CCOCC2)cc1	4	-2	0.7	11	47	4	0	-0.6	-1.5
CCC(C)[C@H](NC(=O)NCc1ccccc1)C(=O)O (stereo not given in full)	0	-2	2.8	7	13	-3	-1	0.8	0.6
CC(Oc1ccc(Cl)cc1Cl)C(=O)Nc1cccnc1 (stereo not given)	4	3	-0.2	11	-37	-4	-4	0.1	-0.9
CCOC(=O)N1CCN(S(=O)(=O)c2ccc(C(=O)Nc3ccc(F)cc3F)cc2)CC1	0	4	-0.6	·	-28	-8	1	-0.4	-7.9
Cc1ccc(C(=O)OCC(=O)Nc2sc3c(c2C#N)CCCC3)cc1NC(=O)c1ccco1	1	-4	-0.5	15	27	-15	-1	0.0	-0.2
COc1ccc(NC(=O)CCC(=O)OCC(=O)c2ccc(Oc3ccc([N+](=O)[O-])cc3)cc2)cc1	40	3	0.7	-1	21	-9	0	0.7	2.4
O=[N+]([O-])c1ccc(-c2c[nH]c(=S)[nH]2)cc1	-34	-6	2.1	11	-26	-11	22	0.3	-5.7

In another format: 2 of the compounds above
molecule | Hck-Nef inh | Runt-SMMHC FRET | PERK inhibitor | PGE2 EP2 inh | EP2 mod | RBBP9 inhibitor | Runt-CBFb FRET | zVAD death inh | TNF necrop inh
Cc1ccc(-n2ncc(C#N)c2/N=C/N2CCOCC2)cc1 | 4 | -2 | 0.7 | 11 | 47 | 4 | 0 | -0.6 | -1.5
CCC(C)[C@H](NC(=O)NCc1ccccc1)C(=O)O (stereo not given in full) | 0 | -2 | 2.8 | 7 | 13 | -3 | -1 | 0.8 | 0.6

(listing goes on)
SMILES	Hck-Nef inh	Runt-SMMHC FRET	PERK inhibitor	PGE2 EP2 inh	EP2 mod	RBBP9 inhibitor	Runt-CBFb FRET	zVAD death inh	TNF necrop inh
O=S(Cc1cc(Sc2ccccc2)nc(-c2ccccc2)n1)c1ccccc1 (stereo not given)	1	-3	-0.4	8	71*	0	1	0.0	-0.1
CCOc1ccccc1C(=O)Nc1nnc(SCC(=O)Nc2cc(C)on2)s1	26	-2	-0.1	7	5	-5	-4	2.7	0.3
Cc1cccc(Nc2nnc(SC/C(O)=C(\C#N)c3nc4ccccc4[nH]3)s2)c1	31	39	1.3	9	-32	-13	18	·	3.7
COc1cccc2cc(C(=O)OC3CCN(C)CC3)c(=O)oc12	-4	3	0.1	10	3	-2	3	5.0	3.5
NC(=O)CSc1ccc(Br)cc1	-1	-1	0.1	4	3	-7	2	0.8	3.4
O=C(Nc1nc(-c2nc3ccccc3s2)cs1)c1ccc(S(=O)(=O)N2CCOCC2)cc1	5	-3	-0.1	·	-40	1	-1	-0.1	-4.9
